# Assay outcomes as filed in PubChem BioAssay.
# KDM5B inh: inhibitors of human KDM5B histone demethylase. KDM5B demethylase, FDH-coupled NADH fluorescence (FDH is formaldehyde dehydrogenase). Q9UGL1. Potency, µM (titrated, usually from 57.7 µM), for inactives: at the highest dose activity change, negative = inhibition, hits mostly inhibitors. 220,000 tested, 2.6% active; active = well fitted inhibition curve with a large enough effect; inconclusive = small, poorly fitted or top-dose-only effect; inactive = no such curve, though single readings can be large or run the other way; note: 0% is about no effect; nearly all actives have a fitted effect of over 70% in size
#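 Coupled FDH/NAD⁺ fluorescence readout. KDM5BΔAP 200 nM final; compound titration, 10 min RT preincubation; substrate mix 12.5 µM H3K4me3, 25 µM 2-OG, 50 µM Fe(II), 100 µM ascorbate, 0.25 mM NAD⁺, 0.25 U/mL FDH; ΔRFU over 30 min.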
# * hit, by the source's call; ? = inconclusive; & = joins results of further samples; [ ] = another dose, or the depositor's remark. Potency is the fitted concentration of half-maximal effect. Not all compounds are listed. The share of hits here may be higher or lower than overall.
KDM5B inh | structure
0% | CC1=C(C(=O)Nc2ccc(C)cc2C)C(c2ccc(Br)cc2)NC(=O)N1 (stereo not given)
-1% | COCCN(Cc1ccccc1F)Cc1cc2c(cc1OC)OCO2
-12% | Cc1c(C(=O)N2CCN(C(=O)c3ccco3)CC2)[nH]c2c1C(=O)CC(C)(C)C2
-6% | Cc1cccc(C(=O)Nc2cc3nn(-c4ccc(C(C)C)cc4)nc3cc2C)c1
18µM* | COCCN1C(=O)CS(=O)C12CCN(C(=O)c1ccc3cc[nH]c3c1)CC2 (stereo not given)
21%[86.2 µM] | O[C@H]1CC[C@@H](Cc2cc(-c3ccc(F)cc3)on2)O[C@@H]1CNC1CCOCC1
? | O=C(CNc1ccc(Br)cc1)Nc1ccc(C(F)(F)F)cc1
? | CN(C)CCCNC(=O)c1cc2cc(Cl)ccc2[nH]1
2% | CC(=O)N1CCc2c(sc3c2c(=O)n(Cc2ccccc2)c(=O)n3Cc2ccccc2Cl)C1
18% | CN(Cc1nc2ccccc2o1)Cc1cccc(Cl)c1Cl
? | Cc1ccc(C(N)=O)cc1-c1cc(NCc2cccnc2)nc2[nH]ccc12
-16% | CCC(=O)Nc1ccc2nc(SCc3ccc(C)cc3)sc2c1
? | N#Cc1c(-c2ccccc2)cc(-c2cccs2)nc1SCC(O)CS(=O)Cc1ccccc1 (stereo not given)
-12% | Cc1ccc(-n2[nH]c(CSc3nnnn3-c3ccccc3)cc2=O)cc1
36%[activator] | CCS(=O)CCSc1nc(-c2ccccc2)cc(-c2ccccc2)c1C#N (stereo not given)
12% | CC(=O)N[C@@H]1CN(Cc2ccc(OC(C)C)cc2)C[C@H]1CO
-11% | CC1CCN(C(=O)c2ccc([N+](=O)[O-])o2)CC1
? | COc1ccc(NN=Nc2nc3c([nH]2)c(=O)n(C)c(=O)n3C)cc1
11% | Cc1cc(=O)n(CC(=O)Nc2cc(Cl)ccc2C)c(N2CCOCC2)n1
-18% | CC(C)CC(NC(=O)c1ccc(=O)[nH]c1)c1nnc2n1CCNCC2 (stereo not given)
18µM* | CN(Cc1ccccc1)Cc1cc(C[C@H]2CNCC[C@H]2CC(=O)N2CCN(c3ccccn3)CC2)no1
? | O=C(NC1CCc2ccccc21)c1cc2n(n1)CC(c1ccc(Cl)cc1)OC2 (stereo not given)
? | O=C(c1cn(Cc2ccccc2)nc1-c1ccc(Cl)cc1)N1CCN(CCO)CC1
15% | CCn1nc(C)cc1C(=O)N1C[C@H]2OC(=O)N(CCCN3CCOCC3)[C@H]2C1
? | C=CCNc1nc(-c2c(N)n(CC(C)C)c(=O)n(C)c2=O)cs1
-20%[86.2 µM] | C[C@@H](NC(=O)Nc1cccnc1)c1onc(-c2ccc(F)cc2)c1C(=O)O
? | Cc1nn(CCC(=O)Nc2ccc(Cl)cc2)c(C)c1S(=O)(=O)N1CCCCC1
-4% | CCN1CCN(CCCNC(=O)c2cnn(-c3ccc(C)cc3)c2C2CCN(C(=O)OC(C)(C)C)CC2)CC1
-6% | O=C(Nc1ccc(S(=O)(=O)N2CCCCCC2)cc1)c1cc(=O)c2ccccc2o1
-43% | COc1ccc(OC)c(NC(=O)N2CC(C)Oc3ccc(C)cc32)c1 (stereo not given)
3% | Cc1cccc(OCC(=O)OCC(=O)Nc2sccc2C(N)=O)c1
6% | O=C(NC1CC1)C(NCc1ccccc1)c1ccc(F)cc1 (stereo not given)
-9% | CCCN(CC1CCOC1)C(=O)Nc1ccc(C)cc1C (stereo not given)
5% | COc1cc(OC)cc(C(=O)Nc2cc(C)c(O)c(-c3nc4ccccc4o3)c2)c1
-7%&-2% | COc1ccc(CN2CCCC3(CC(Cc4ccccc4)=NO3)C2)cc1 (stereo not given)
-10% | O=C(c1cc(-c2ccncc2)n[nH]1)N1CCC2(CC1)Nc1ccccc1NC2=O
-10% | Cc1nc(N2CCC(NC(=O)Cc3cccc(F)c3)CC2)cc(C(F)(F)F)n1
23% | Cn1c(SCC(=O)NC2CCCCCC2)nnc1-c1ccco1
? | COc1ccccc1C(=O)OCc1cc(=O)n2nc(-c3cccs3)sc2n1
-4% | CCSC1=N/C(=C\c2ccc(SC)cc2)C(=O)S1

# Four structures out of the list, arranged by length of the SMILES, largest number first.
KDM5B inh | structure
-20%[86.2 µM] | C[C@@H](NC(=O)Nc1cccnc1)c1onc(-c2ccc(F)cc2)c1C(=O)O
? | O=C(c1cn(Cc2ccccc2)nc1-c1ccc(Cl)cc1)N1CCN(CCO)CC1
? | C=CCNc1nc(-c2c(N)n(CC(C)C)c(=O)n(C)c2=O)cs1
-4% | CCSC1=N/C(=C\c2ccc(SC)cc2)C(=O)S1

# Next part:
KDM5B inh | structure
-10% | COCCN(C)C[C@@H]1CN(C(=O)c2cc3ccccc3s2)C[C@@H]1CO
7% | Brc1ccccc1-c1nc(-c2ccccn2)no1
? | Cc1cccc(-c2nc3cc(NC(=O)c4ccco4)ccc3o2)c1
5%[86.2 µM] | Oc1ccccc1-c1cnc2n[nH]c(-c3ccc4c(c3)OCO4)c2n1
14% | CC1(CNC(=O)c2ccsc2)CCOCC1
9% | CCOc1ccccc1NC(=O)COC(=O)c1sc2cc(F)ccc2c1Cl
7%[115 µM] | O=C1NC(=NC2CCCCC2)C2(CCN(Cc3cccnc3)CC2)N1c1cccnc1
-4% | CCOc1ccc(S(=O)(=O)Nc2nc3ccccc3nc2Nc2ccc(C(=O)O)cc2)cc1
-6% | CCn1cc(CNC(=O)c2cc(-c3ccc(C)cc3)nc3ccc(Br)cc23)c(C)n1
11% | COc1c(Br)cc(F)cc1NC(=O)Cc1coc2cc3c(cc12)CCC3
-4% | O=C(c1ccc([N+](=O)[O-])cc1)N1CCN(C2=NS(=O)(=O)c3ccccc32)CC1
-9% | COCc1nc(-c2ccc(OC3CCN(C(=O)NCc4ccc(F)cc4)C3)cc2)no1 (stereo not given)
9% | C/C(=N/Nc1cc(C(F)(F)F)ccc1Cl)c1ccc(Cl)c(Cl)c1Cl
-10% | Cc1ccc2oc(N3CCN(C(=O)c4cccc(C#N)c4)CC3)nc2n1
-54% | Cc1cccc(Cn2c(SCc3ccc(C(=O)NCCc4ccccc4)cc3)nc3ccncc32)c1
-8% | CCN(C(=O)CSc1cccc[n+]1[O-])C1CCCCC1
6% | O=C(NC1CCSc2ccccc21)c1cccc(Cl)c1 (stereo not given)
-21% | O=C(Nc1nc(-c2c[nH]c3ccccc23)cs1)C1CCCC1
11% | O=c1[nH]c(=O)n(Cc2ccccc2)c2c1CN(Cc1ccco1)CN2
? | Cc1ccccc1OCC(=O)Nc1ccc2nc(SCCOc3ccccc3)sc2c1
5% | CC(C)C(C)(C#N)NC(=O)CN1CCCC1 (stereo not given)
? | COc1ccc2nc(C)cc(Nc3ccc(Cl)c(Cl)c3)c2c1
-15% | Cc1ccccc1OCCSc1nc(C)c(Cc2ccccc2)c(=O)[nH]1
12% | CC1=C(C(=O)Nc2ccccc2)C(c2ccc(C(F)(F)F)cc2)n2ncnc2N1 (stereo not given)
? | COCCN(C)C(=O)c1ccc2c(c1)C1(CCN(C)C1)CN2CC1CC1 (stereo not given)
23% | O=C(CCC(=O)c1ccc(Cl)cc1)OCC(=O)c1ccc(Cl)cc1
-19% | Cn1cc(C(=O)N2CCC(OC3CCN(S(C)(=O)=O)CC3)CC2)cn1
-24%[86.2 µM] | O=C(CC[C@@H]1CNC(=O)[C@@H]2C[C@H](NC(=O)Nc3ccccc3)CN12)Nc1ccccc1
? | N#Cc1ccc(CN2CCCCCCNC(=O)CC2c2ccccc2)cc1 (stereo not given)
10% | CC(Oc1cc(Cl)ccc1Cl)c1nc(-c2cccnc2)no1 (stereo not given)
16% | CN(CC#Cc1ccccc1)C(N)=NC(=O)/C=C/c1ccccc1
25µM* | O=C(NCc1ccoc1)c1ccc2nc(-c3ccc(F)cc3)cn2c1
0% | COc1ccc(-c2[nH]ncc2CN2CC[C@H]3CC[C@@H](C2)N3)cc1
16% | CC(C)C(=O)Nc1ccc2c(c1)nc1n2CCOC1
2% | O=C(NCc1cccc(Cl)c1)C(=O)Nc1ccc2nc3n(c(=O)c2c1)CCCCC3
? | O=C(c1ccc2cc[nH]c2c1)N1CCC(c2noc(C3CC3)n2)C1 (stereo not given)
? | O=C(Cc1cccc(Cl)c1)NCc1nnc2ccc(-c3ccc(F)cc3)nn12
-13% | Cc1ccc(SC2CCN(C(=O)c3cn(CCc4ccccc4)nn3)CC2)cc1
9% | CSCCC(NC(=O)Cc1cccc(C(F)(F)F)c1)c1nc2ccccc2s1 (stereo not given)
5% | Cc1cc(N(CCO)CCO)nc(NCc2ccccc2)n1

# Shown as tab-separated lines: entries from further up.
SMILES	KDM5B inh
O=C(NCc1cccc(Cl)c1)C(=O)Nc1ccc2nc3n(c(=O)c2c1)CCCCC3	2%
O=C(c1ccc2cc[nH]c2c1)N1CCC(c2noc(C3CC3)n2)C1 (stereo not given)	?
O=C(Cc1cccc(Cl)c1)NCc1nnc2ccc(-c3ccc(F)cc3)nn12	?
Cc1ccc(SC2CCN(C(=O)c3cn(CCc4ccccc4)nn3)CC2)cc1	-13%
CSCCC(NC(=O)Cc1cccc(C(F)(F)F)c1)c1nc2ccccc2s1 (stereo not given)	9%

# Next part:
KDM5B inh | structure
35µM* | Cc1csc(NC(=O)c2ccc3c(c2)OCCN(CCC(F)(F)F)C3)n1
-2% | CCc1c(C)nc2nncn2c1NCc1ccc(OC)cc1
? | CCOc1ccccc1NC(=O)C1CCN(S(=O)(=O)c2ccc3[nH]c4c(c3c2)CCCCC4)CC1
15% | CCOc1ccccc1NC(=O)N1CCC(N2CC(OCCOC)C23CCCCC3)CC1 (stereo not given)
? | COc1ccc(-n2nc(C)c([C@@H]3C=C[C@@H](NCc4ccccc4)C3)c2C)cc1
-9% | COc1cccc(C(=O)Nc2ccccc2C(=O)OCc2cc(=O)n3c(C)csc3n2)c1
-25% | Cc1ccc(-n2c(SCC(=O)N3CCc4ccccc43)nc3c([nH]c4ccccc43)c2=O)cc1
-12% | O=C(NCc1ccco1)N1CC2CC(C1)[C@H]1CCCC(=O)N1C2 (stereo not given in full)
-18%[86.2 µM] | CN1C[C@H](C(=O)Nc2nccs2)C[C@H]1c1cccc(C(F)(F)F)c1
20% | Cc1ccc(C(=O)N2CCCC(n3cc(-c4noc(C)n4)nn3)C2)cc1 (stereo not given)
6% | COc1cccc(-n2ccn(Cc3cccc(Cl)c3)c(=O)c2=O)c1
40µM* | CC(C)(Oc1nn(CC2CC2)c2ccc(CN3CCCC3)cc12)C(=O)NC1CC1
4% | Cc1ccc(C(=O)OC(C)C(=O)N2CCc3ccccc32)cc1S(=O)(=O)N1CCCCC1 (stereo not given)
11% | Cc1cc(C)n(-c2nc3c(c(=O)n(CC(=O)C(C)(C)C)c(=O)n3C)n2C)n1
-5% | Cc1ccccc1-n1ncc(C(C)NC(=O)c2ccsc2)c1C (stereo not given)
166%[activator] | COCCN(Cc1cccs1)S(=O)(=O)c1cc(C(=O)O)ccc1Cl
18%&-2% | O=C(Cn1nc2c(cc1=O)CCCC2)Nc1ccc(F)cc1F

# In the list so far, three have a COOH group:
KDM5B inh | structure
-20%[86.2 µM] | C[C@@H](NC(=O)Nc1cccnc1)c1onc(-c2ccc(F)cc2)c1C(=O)O
-4% | CCOc1ccc(S(=O)(=O)Nc2nc3ccccc3nc2Nc2ccc(C(=O)O)cc2)cc1
166%[activator] | COCCN(Cc1cccs1)S(=O)(=O)c1cc(C(=O)O)ccc1Cl

# Of the compounds above, five have bromine:
KDM5B inh | structure
0% | CC1=C(C(=O)Nc2ccc(C)cc2C)C(c2ccc(Br)cc2)NC(=O)N1 (stereo not given)
? | O=C(CNc1ccc(Br)cc1)Nc1ccc(C(F)(F)F)cc1
7% | Brc1ccccc1-c1nc(-c2ccccn2)no1
-6% | CCn1cc(CNC(=O)c2cc(-c3ccc(C)cc3)nc3ccc(Br)cc23)c(C)n1
11% | COc1c(Br)cc(F)cc1NC(=O)Cc1coc2cc3c(cc12)CCC3
